PhoP GFP inhibition: PhoP regulon inhibitors, Salmonella typhi PhoP promoter GFP reporter, confirmatory (AID 1850). Salmonella Typhi PhoP-promoter GFP reporter, fluorescence, 4 h; higher % means a stronger effect. inhibition, % at 50 µM, or IC50 in µM where a hit was titrated. 310,000 tested, 0.33% active; in the data active = a potency from the dose series; inconclusive = inhibition mostly from about 25% at the one dose, without a potency; inactive = the rest, 99 in 100 with inhibition below about 19%;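 note: 0% = induced wells with vehicle and 100% = uninduced wells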
H37Rv inhibition: M. tuberculosis growth inhibition, HTS (AID 449762). M. tuberculosis H37Rv growth inhibition, 7H9 media; higher % means a stronger effect. one-dose inhibition, % at 25 µM; IC50 in µM for titrated hits. 330,000 tested, 0.59% active; in the data active = a potency from the dose series; inconclusive = inhibition above about 70% without an active follow-up result;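 note: bacterial growth assessed after seven days of incubation; strong numbers were not always called active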
influenza NS1A: H1N1 influenza NS1A inhibitors, functional cell based assay (AID 504329) | NS1A functional cell-based assay, percent inhibition; higher % means a stronger effect | inhibition, % at 12.5 µM; hits with a dose series show IC50 in µM | 340,000 tested, 0.3% active; in the data active = a potency from the dose series; inconclusive = inhibition above about 27% without an active follow-up result; note: strong numbers were not always called active
inhibitors of VEEV: inhibitors of VEEV TC-83 cytopathic effect, confirmation, Vero cells (AID 588727) | Vero cells, VEEV TC-83 cytopathic effect inhibition; higher % means a stronger effect | inhibition, % at 20 µM; hits with a dose series show IC50 in µM | 350,000 tested, 0.13% active; in the data active = a potency from the dose series; inconclusive = inhibition mostly from about 14% at the one dose, without a potency; inactive = the rest, 99 in 100 with inhibition below about 12%; note: strong numbers were not always called active
M. tuberculosis: growth inhibition of non-replicating M. tuberculosis (AID 488890); Mycobacterium tuberculosis non-replicating, growth inhibition; higher % means a stronger effect; one-dose inhibition, % at 25 µM; IC50 in µM for titrated hits; 320,000 tested, 0.39% active; in the data active = a potency from the dose series; inconclusive = inhibition mostly from about 82% at the one dose, without a potency; inactive = the rest, 99 in 100 with inhibition below about 76%;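 note: plate controls were DMSO cells for no effect and high antibiotic wells for full effect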
inhibitors of VEEV 10K pilot screen: further read-out of inhibitors of VEEV, marked with its call; inhibition, %; measured here: 10K pilot screen inhibition
Numbers without * were called inactive; i = inactive; ? = inconclusive; / = no result given.

SMILES	PhoP GFP inhibition	H37Rv inhibition	influenza NS1A	inhibitors of VEEV	M. tuberculosis	others
Cc1nn(-c2ccc(F)cc2)c2nc(N)c(C#N)c(-c3ccc(O)c(O)c3)c12	7%	2%	-2%	i	-5%
COc1ccccc1/C=C/C(=O)Nc1cccnc1Cl	-5%	0%	-24%	1.0%	-1%
Cc1nc(SCC(=O)NCc2ccccc2)c2c(=O)n(C)c(=O)n(C)c2n1	9%	-10%	-13%	3.4%	-3%
CCC1CCCCN1CCCNC(=O)CNC(=O)c1nn(-c2ccc(OC)cc2)c(=O)c2ccccc12 (stereo not drawn)	-11%	-2%	5%	0.1%	16%
O=C(N=C1SCC(=O)N1c1ccccc1)c1ccco1	-8%	5%	1%	1.3%	7%	inhibitors of VEEV 10K pilot screen=0.6
Cc1ccc(NC(=O)COc2ccc(C3SCCS3)cc2)cc1	-4%	-2%	5%	2.4%	?
COc1cccc(NC(=O)NC2(C(=O)N3CCC(O)CC3)CCCCC2)c1	5%	-15%	-13%	1.8%	-9%
CCC(=O)N1CCc2cc(S(=O)(=O)NCCC(=O)N3CCc4ccccc4C3)ccc21	6%	-4%	-1%	i	3%
O=C(c1cccc([N+](=O)[O-])c1)c1ccccn1	8%	0%	-5%	1.1%	/
COCC1CCCN(C(=O)c2ccc3nc(Cc4cccc(Cl)c4)oc3c2)C1 (stereo not drawn)	-7%	1%	-6%	5.5%	7%
CCOC(=O)/C(C#N)=N/Nc1c(S(=O)(=O)Cc2ccco2)csc1C(=O)OC	4%	-4%	0%	i	-8%
COC(=O)C1N[C@@H]([C@@H](NC(=O)COc2ccccc2)C(=O)NCc2ccsc2)SC1(C)C (stereo partly drawn)	3%	9%	6%	7.2%	-2%
Cc1ccc2[nH]c(C)c(CCNCc3ccco3)c2c1	11%	0%	11%	2.9%	72%
O=C(c1ccc([N+](=O)[O-])cc1[N+](=O)[O-])n1cnc2ccccc21	-12%	7%	-3%	5.1%	17%
Cc1ccc2[nH]c3c(N4CCN(Cc5ccccc5)CC4)ncnc3c2c1	11%	22µM*	8%	6.8%	73%
CC(C)OC(=O)c1c(-c2ccc(C(C)C)cc2)csc1NC(=O)C1CCCO1 (stereo not drawn)	9%	0%	21%	5.9%	/
CCOCCCN1CC(=O)N2[C@@H](Cc3c([nH]c4ccccc34)C2(C)C)C1=O	12%	5%	-5%	0.4%	0%
CC(C)(C)C(=O)Nc1ccc(C(=O)COC(=O)c2ccccn2)cc1	/	-9%	-5%	2.0%	5%
CNC(=S)N(CCc1c(C)[nH]c2ccc(OC)cc12)Cc1cc(OC)c(OC)c(OC)c1	-7%	-4%	14%	8.0%	/
CN(CC(=O)Nc1ccc(N2CCOCC2)cc1)C(=O)CSc1ccc(F)cc1	-1%	0%	-18%	0.3%	-5%
O=C(NC1CCCC1)C(c1ccc(N2CCOCC2)cc1)N(Cc1ccco1)C(=O)c1ccco1 (stereo not drawn)	-12%	0%	-17%	1.0%	5%
Cc1ccc(S(=O)(=O)N(Cc2c(F)cccc2Cl)C(=O)N2CCN(C)CC2)cc1	-1%	-10%	-10%	0.4%	1%
Cc1ccc2nc(SCC(=O)NCCCN3CCCC3=O)[nH]c2c1	/	2%	-9%	1.4%	11%
Cc1cc(C)c(OCCCNC2CCCC2)c(Br)c1	2%	-7%	-6%	i	47%
CC1CCc2sc(C(=O)OC(C)C(=O)Nc3ncc(Cl)cc3Cl)cc2C1 (stereo not drawn)	-2%	6%	/	/	-5%
Next part.
SMILES	PhoP GFP inhibition	H37Rv inhibition	influenza NS1A	inhibitors of VEEV	M. tuberculosis	others
CCOc1ccc(OCCOCCN2CCCC2)cc1	-4%	-4%	-14%	i	-3%
CSc1ncccc1C(=O)OCC(=O)c1ccc(S(=O)(=O)N2CCCCC2)cc1	0%	1%	-2%	1.2%	2%
COC(=O)c1nn(-c2cccc(C)c2)c2nnc(Cc3ccccc3)c(=O)n12	-12%	-9%	-6%	0.4%	-4%
CCOC(=O)C1CCCN(C(=O)c2ccc(S(=O)(=O)NCc3ccco3)cc2)C1 (stereo not drawn)	4%	-13%	-5%	8.2%	12%
Cc1noc(C)c1CC(=O)Nc1ccc2c(c1)OCO2	/	-1%	-8%	1.8%	0%
Cc1ccc(Nc2nc(N)nc(CSc3nc(C)cc(C)n3)n2)cc1	7%	8%	1%	9.4%	23%
COc1ccc(N=C2C(=O)Nc3c(C)cccc32)cc1	7%	?	-12%	0.9%	36%
CC(C)(C)NC(=O)COC(=O)c1snc(C(=O)NC2CCCCC2)c1N	-6%	?	0%	1.2%	1.6µM*
Cn1ncc2c(Nc3ccc([N+](=O)[O-])cc3)nc(Cl)nc21	3%	4%	6%	i	11%
Cc1ccccc1CN1[C@@H](CC2CCCCC2)COCCS1(=O)=O	-1%	9%	-7%	2.5%	20%
Cc1c(O)ccc(/C=N/Nc2nc(-c3cccnc3)nc3ccccc23)c1O	11%	-8%	16%	13%	26%
CC(=O)c1cnc2c(-c3ccccc3)cnn2c1C	3%	1%	-4%	6.3%	-6%
Cc1sc2nc(CSC(C)C(=O)Nc3cc(S(C)(=O)=O)ccc3Cl)[nH]c(=O)c2c1C (stereo not drawn)	6%	-3%	-2%	1.2%	1%
N=C(N)SCc1cccc2ccccc12	-3%	7%	7%	2.5%	14%
O=C(CCn1c(=O)[nH]c2ccsc2c1=O)N1CCc2ccccc2C1	-14%	8%	1%	7.7%	6%
CCN1CCN(C(c2ccccc2OC)c2nnnn2C2CCCCC2)CC1 (stereo not drawn)	0%	-10%	-1%	0.4%	13%
Cc1ccc(-c2cc(C(F)(F)F)c(C#N)c(=O)[nH]2)cc1	-4%	-10%	-15%	0.9%	65%
CCN(C(=O)/C=C/c1ccccc1)C1CCCCC1	-2%	5%	-6%	i	78%
CN(CC1CCCN(CCc2ccccc2F)C1)C(=O)c1ccoc1 (stereo not drawn)	9%	7%	13%	i	5%
COC(=O)c1ccc(-c2n[nH]c(=O)c3ccccc23)cc1	-7%	-2%	-3%	0.6%	20%
COC(=O)c1sc(S(=O)(=O)NC(C)C(=O)O)c(C(=O)OC)c1C (stereo not drawn)	1%	2%	-9%	0.3%	2%
Cc1cccc(C)c1OCC(=O)OCC(=O)Nc1ccc(Cl)cn1	/	-4%	-6%	1.0%	26%
O=C(CN(c1ccc2c(c1)OCCO2)S(=O)(=O)c1ccccc1)NCC1CCCO1 (stereo not drawn)	2%	1%	22%	0.2%	10%
O=C(Nc1nnc(Cc2ccc(Cl)cc2)s1)c1cccs1	-6%	-17%	-1%	3.7%	5%
Cc1cccc(COc2ccccc2C(=O)N(C)CC(=O)Nc2cccc(F)c2)c1	/	8%	-1%	10%	38%

Structures above containing a cyano group, in the order listed:
SMILES	PhoP GFP inhibition	H37Rv inhibition	influenza NS1A	inhibitors of VEEV	M. tuberculosis	others
Cc1nn(-c2ccc(F)cc2)c2nc(N)c(C#N)c(-c3ccc(O)c(O)c3)c12	7%	2%	-2%	i	-5%
CCOC(=O)/C(C#N)=N/Nc1c(S(=O)(=O)Cc2ccco2)csc1C(=O)OC	4%	-4%	0%	i	-8%
Cc1ccc(-c2cc(C(F)(F)F)c(C#N)c(=O)[nH]2)cc1	-4%	-10%	-15%	0.9%	65%

Next entries
SMILES	PhoP GFP inhibition	H37Rv inhibition	influenza NS1A	inhibitors of VEEV	M. tuberculosis	others
Cc1ccc(S(=O)(=O)CC(=O)c2ccc(C(C)(C)C)cc2)cc1	5%	-4%	3%	i	1%	inhibitors of VEEV 10K pilot screen=0.0
O=C(Nc1ccc(Cc2ccncc2)cc1)c1cccc([N+](=O)[O-])c1	-6%	14%	1%	0.9%	69%
O=C(Cc1cccs1)Nc1ccccc1-c1nc2ccccc2[nH]1	-7%	0%	/	/	21%
Cc1ccc(NC(=O)CCC(=O)OCC(=O)c2ccc(-c3ccccc3)cc2)cc1	6%	0%	-1%	i	23%
COC(=O)N1[C@H](C)C=C[C@]1(Cc1ccccc1)C(=O)NCCCNc1ncc(C(F)(F)F)cc1Cl	0%	5%	4%	4.3%	15%
COc1cc(Br)cc2cc(C(=O)N3CCCCC3C)c(=O)oc12 (stereo not drawn)	10%	3%	9%	5.5%	21%
COc1ccccc1OCCNc1ccc(S(=O)(=O)N2CCCC2)cn1	/	/	-18%	5.1%	/
Nc1cccc(-c2nc3ccccc3[nH]2)c1	-1%	-5%	9%	0.7%	0%
COc1ccccc1N1CCN(C(=O)c2cccc(C(=O)N3CCN(c4ccccc4OC)CC3)c2)CC1	0%	46%	3%	8.7%	10%
NC(=O)c1c(NC(=O)c2ccc([N+](=O)[O-])o2)sc2c1CCCC2	-5%	?	2%	i	?
O=C(CSc1nc2ncccc2[nH]1)NC1CCCCC1	5%	-1%	4%	0.2%	4%
C#CCOCCOCCOCCNc1nc(N2CCN(C(=O)[C@H](CCCN=C(N)N)n3cc(C(N)[C@@H](C)CC)nn3)CC2)nc(N2CCN(C(=O)[C@H](CCC(=O)O)n3cc([C@@H](N)CC(N)=O)nn3)CC2)n1 (stereo partly drawn)	/	6%	-15%	0.3%	-9%
COc1ccc(-c2csc(Nc3cc(C)ccn3)n2)cc1C	-2%	?	-1%	0.8%	52%
COC(=O)c1ccc(Cn2cnc3c(cnn3-c3ccc(C)c(C)c3)c2=O)o1	-9%	5%	6%	0.1%	0%
CCC(=O)Nc1ccc2c(c1)nc1n2CCN(CCOC)C1	-8%	1%	4%	1.3%	-6%
O=C(/C=C/c1cccs1)Nc1ccc(N2CCOCC2)c(S(=O)(=O)Nc2ccccc2Cl)c1	-9%	-4%	1%	0.5%	-2%
Clc1ncccc1-c1nnn(-c2ccccc2)n1	-2%	-1%	-5%	2.6%	26%
CC(=O)SC(C[N+](=O)[O-])c1cn(C(C)=O)c2ccccc12 (stereo not drawn)	2%	?	4%	7.0%	?
Cc1ccc(Cn2ccnc2SCC(=O)NC2CCCC2)cc1	0%	-2%	-4%	4.0%	21%
Cc1cccc(N2CCN(C(=O)/C=C/c3cccs3)CC2C)c1 (stereo not drawn)	6%	?	3%	8.7%	66%
Cc1cc(C)c(S(=O)(=O)N2CCN(C(=O)C3CCCO3)CC2)c(C)c1 (stereo not drawn)	/	4%	-23%	i	16%
CCc1ccccc1N(CC(=O)NC(C)C)C(=O)CCC(=O)Nc1nccs1	-4%	5%	-3%	1.0%	-3%
COc1ccc(-c2cc(C(=O)N3CCCC(C(F)(F)F)C3)c3ccccc3n2)cc1 (stereo not drawn)	/	1%	-16%	5.8%	31%
O=c1[nH]c(NCCO)nc2c1C1(CCCCC1)Cc1ccccc1-2	-4%	-10%	-33%	5.3%	12%
COc1ccc(-c2nc3c(n2O)CCc2c-3no[n+]2[O-])cc1	-4%	-3%	1%	1.1%	1%

Four compounds from above, ordered by molar mass, rising.
SMILES	PhoP GFP inhibition	H37Rv inhibition	influenza NS1A	inhibitors of VEEV	M. tuberculosis	others
Cn1ncc2c(Nc3ccc([N+](=O)[O-])cc3)nc(Cl)nc21	3%	4%	6%	i	11%
O=c1[nH]c(NCCO)nc2c1C1(CCCCC1)Cc1ccccc1-2	-4%	-10%	-33%	5.3%	12%
Cc1ccccc1CN1[C@@H](CC2CCCCC2)COCCS1(=O)=O	-1%	9%	-7%	2.5%	20%
CN(CC(=O)Nc1ccc(N2CCOCC2)cc1)C(=O)CSc1ccc(F)cc1	-1%	0%	-18%	0.3%	-5%

Next part.
SMILES	PhoP GFP inhibition	H37Rv inhibition	influenza NS1A	inhibitors of VEEV	M. tuberculosis	others
Cc1nc(-c2cccs2)sc1C(=O)NN	12%	-1%	5%	1.2%	-5%
COc1ccc2c(CC(=O)NCC3CCC(C(=O)O)CC3)cc(=O)oc2c1 (stereo not drawn)	-4%	-9%	-3%	1.0%	-2%
c1ccc2c(c1)CCc1ccccc1C2=C1CCNCC1	75µM*	-1%	-14%	i	51%
COc1ccc(-c2noc(CCCC(=O)O)n2)cc1	-10%	-9%	0%	0.6%	9%
CC(=O)Nc1sc2c(c1CN1CCN(C)CC1)CCCC2	-8%	-11%	1%	0.9%	-15%
COc1ccccc1C(C)NC(=O)CN(C)CC(=O)Nc1c(C)cccc1C (stereo not drawn)	/	-5%	-11%	0.6%	21%
Cc1cc(N2C(=O)C3CCCN3C2c2cccc(Cl)c2)no1 (stereo not drawn)	4%	-8%	-2%	1.5%	-4%
Cc1ccc(S(=O)(=O)N2CCN(C(=O)CSc3ccc(Cl)cc3)CC2)cc1	-25%	9%	-1%	i	-13%
O=C(CCc1nnc(-c2ccccc2)o1)NCC1CCN(C2CCCC2)CC1	9%	-5%	3%	1.7%	-12%
COc1cccc(C(=O)COc2ccccc2N2C(=O)C3C4C=CC(C4)C3C2=O)c1 (stereo not drawn)	2%	2%	-4%	2.8%	18%

Assay outcomes deposited in PubChem by Southern Research Specialized Biocontainment Screening Center.
